Assay outcomes: PubChem BioAssay, National Center for Advancing Translational Sciences (NCATS)
HepG2 viability: counter-screen for TGF-b inhibitors: cytotoxicity in HepG2 cells; HepG2 CAGA-GFP viability, ATP luminescence, 18 h; Potency, µM (top dose mostly 46.1 µM), for inactives: at the top dose activity change, negative = cytotoxicity, usual class: cytotoxic; actives 0.76% (n = 410,000); note: potency is the fitted concentration of half-maximal effect; some results filed as inactive show a strong effect at the top dose
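HepG2 CAGA-GFP cells (1000/well, DMEM with 1% FBS) received compound, then TGF-beta at 500 pg/mL final, and were incubated 18 hours at 37 degrees C. Viability was read by CellTiter-Glo luminescence. Media-only wells were set as complete cell-killing and DMSO as no toxicity.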
ATXN viability: cell viability loss in ATXN counter-screen. AID 651635. S2 cells (HEK-293 line with an ATXN2-luciferase reporter) viability, CellTiter-Fluor protease fluorescence, 24 h. actives 0.49% (n = 400,000). Potency, µM (titrated, usually from 56.7 µM), hits mostly cytotoxic; note: potency is the fitted concentration of half-maximal effect; nearly all actives have a fitted effect of over 40% in size
IL-1B inflam inh: blocks inflammasome-driven IL-1 beta release; THP-1 LPS/ATP IL-1B secretion, AlphaLISA, 16 h; hits give low values; activity change, % at 57.5 µM; actives 4.7% (n = 360,000); AID 743279; in the data active = activity change below about -50%; inconclusive = mostly about -30% to -49%; note: % is set by controls: 0 for no effect and ±100 for the full control effect
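THP-1 cells pretreated 1 hr with compounds (up to 57.5 uM final), then stimulated with LPS (250 ng/mL final) plus ATP (1.25 mM final); secreted IL-1B measured by AlphaLISA after 16 hr, decreased signal indicating inhibition.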
Nrf2 block: Nrf2 pathway inhibition. Potency, µM (series often up to 46 µM), without a hit: at the top dose activity change, negative = inhibition, usual class: inhibitors. A549 ARE-Fluc reporter, luciferase luminescence, 18-24 h. actives 2.1% (n = 360,000). AID 504444; note: potency is the fitted concentration of half-maximal effect; % is set by controls: 0 for no effect and ±100 for the full control effect; nearly all actives have a fitted effect of over 60% in size
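A549 ARE_Fluc cells (5000/well, 5% FBS OPTI-MEM) pre-incubated 2 h, then treated with compounds 18-24 h at 37C/5% CO2 in concentration-response. CellTiter-Fluor viability read first; BugLite luciferase luminescence after 15 min at room temperature gives Nrf2 activity.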
MCF10A rereplic: induces DNA re-replication in MCF 10a normal breast cells; Potency, µM (titrated, usually from 46.1 µM), without a hit: at the highest dose activity, positive = re-replication, usual class: activators; MCF 10A DNA re-replication, Hoechst nuclear intensity, 48 h; AID 624296; actives 2.9% (n = 350,000); note: potency is the fitted concentration of half-maximal effect; % of control where 0% means no effect; nearly all actives have a fitted effect of over 50% in size
Nrf2 activator: activators of Nrf2 (ARE) signaling. actives 0.31% (n = 410,000). Potency, µM (highest dose often 46.1 µM), inactives show top-dose activation, most hits filed as activators. AREc32 ARE-luciferase reporter (MCF7-derived line), luminescence, 24 h; note: potency is the fitted concentration of half-maximal effect; % of control where 0% means no effect; nearly all actives have a fitted effect of over 65% in size
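AREc32 cells carrying an ARE-driven firefly luciferase, 1000 cells/well in OPTI-MEM with 5% FBS, dosed after overnight attachment and incubated 24 hr at 37 deg C. Steady-Glo luminescence read after 30 min at RT.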
TGFb inhibitor: inhibitors of TGF-b signaling | HepG2 CAGA-GFP TGF-b/SMAD3 reporter, GFP fluorescence, 18 h; TGF-beta stimulated, 500 pg/mL final | Potency, µM (top dose mostly 46.1 µM), for inactives: at the highest dose activity, negative = inhibition, usual class: inhibitors | actives 1.2% (n = 410,000); note: potency is the fitted concentration of half-maximal effect; % is set by controls: 0 for no effect and ±100 for the full control effect; nearly all actives have a fitted effect of over 65% in size
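Per well, imaged GFP fluorescence of HEPG2 CAGA-GFP cells gives the signal; cells get compound, then TGF-beta (500 pg/mL final), 18 h at 37 degrees C; %Activity versus -TGF-beta and +DMSO controls.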
ATXN2 expr inh: inhibitors of ATXN2 expression; HEK-293 ATXN2-luciferase reporter, luminescence, 24 h; Potency, µM (highest dose often 57 µM), for the others: at the top dose activity change, negative = inhibition, most hits filed as inhibitors; actives 0.72% (n = 360,000); note: potency is the fitted concentration of half-maximal effect; % is set by controls: 0 for no effect and ±100 for the full control effect; nearly all actives have a fitted effect of over 55% in size
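qHTS (up to 57 uM final) was run with 24 h compound exposure of reporter cells at 37 °C. Each well was multiplexed: SteadyGlo luminescence measured ATXN2-luciferase expression after a fluorogenic Gly-Phe-AFC viability readout (25 uM final).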
A549 tox: counter-screen for Nrf2 inhibitors: cytotoxicity in A549 cells; A549 ARE-Fluc cells, CellTiter-Fluor viability, 18-24 h; Potency, µM (series often up to 46 µM), for the others: at the highest dose activity change, negative = cytotoxicity, most hits filed as inhibitors; actives 0.16% (n = 390,000); AID 504648; note: potency is the fitted concentration of half-maximal effect; % is set by controls: 0 for no effect and ±100 for the full control effect
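A549 ARE-Fluc cells in 5% FBS OPTI-MEM, 5000 cells/well, rested 2 h then exposed to compounds in concentration-response for 18-24 h at 37 °C. Viability by CellTiter-Fluor fluorescence (Ex 405/Em 525) after 30 min; luciferase luminescence (BugLite, 15 min, RT) read afterwards.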
* hit, by the source's call; i = inactive; ? = inconclusive; . = not tested or not shown; & = joins results of further samples; [ ] = another dose, or the depositor's remark. Unless noted, calls come from the whole dose curve; as a rule, active = well fitted curve in the direction sought with a large enough effect; inconclusive = small, poorly fitted or top-dose-only effect, or another doubt; inactive = no such curve, though single readings can be large; an effect the other way counts as inactive or inconclusive.

SMILES | HepG2 viability | ATXN viability | IL-1B inflam inh | Nrf2 block | MCF10A rereplic | Nrf2 activator | TGFb inhibitor | ATXN2 expr inh | A549 tox
Cc1ccc(F)cc1NC(=O)COC(=O)C1CCN(c2ccc(C(F)(F)F)cn2)CC1 | 1% | ? | 20 | 3% | -4% | 0.5% | 2% | -3% | -1%
COc1ccc2c(c1)NC(c1ccc(OCC(C)C)cc1)=NC(c1ccncc1)=N2 | -8% | i | . | 23% | . | 2.7% | 15% | -10% | 2%
COc1ccc(NC(=O)C2Cc3ccccc3CN2C(=O)c2ccco2)cc1 (stereo unspecified) | 11% | i | -9 | 26% | -2% | 2.8% | -15% | 24% | -7%
CC(C)n1c(=O)[nH]c(=O)n1C(C)C | -1% | i | 2 | 4% | -10% | -0.1% | 1% | -5% | 6%
Nc1nc(CSC(=S)N2CCOCC2)nc(Nc2ccccc2)n1 | -29% | i | -25 | ? | 4% | 12% | ? | 93%[activator] | 8%
CCOc1ccc(NC(=O)CCCN2C(=O)C(c3ccccc3)Oc3cccnc32)cc1 (stereo unspecified) | -3%&-1% | i | -23 | 14%&-25% | 11% | 0.2%&4.5% | ? | -7%&-4% | -2%&5%
Cc1cc(C)c2sc(NC(=O)c3ccc(S(=O)(=O)N4CCOCC4)cc3)nc2c1 | -13% | i | . | . | . | 0.1% | 0% | 5% | 1%
N#Cc1nc(COc2cccc(Cl)c2)oc1NCCc1ccccc1 | -37% | . | . | 6% | . | 7.4% | ? | . | -6%
COc1ccc(C2=NN(S(C)(=O)=O)C(c3ccc4nccnc4c3)C2)cc1 (stereo unspecified) | -40% | i | 5 | -4% | 0% | -0.6% | -11% | 0% | 9%
CCc1ccccc1NC(=O)CSc1nc2ccccc2n1CC(=O)N1CCCC1 | 4% | ? | 0 | . | -2% | 2.5% | 0% | -3% | 9%
O=C(c1cccc(-c2cccc3nccn23)c1)N1CCOCC1 | -21% | i | 7 | . | . | 0.8% | 16% | 6% | .
CC(=O)N/C(=C/c1ccccc1)C(=O)NC(Cc1ccccc1)C(=O)O (stereo unspecified) | 4% | i | 17 | 13% | 2% | 0.4% | -16% | 8% | -1%
COc1ccc(-c2c(-c3ccc(OCC(=O)NN)cc3O)n[nH]c2C)cc1 | -1% | i | 16 | 5% | 7% | 5.1% | -13% | -8% | 1%
CC(C)n1c(SCC(=O)Nc2ccccc2)nc2c1c(=O)n(C)c(=O)n2C | -29% | i | -20 | . | 2% | 2.5% | 12% | 1% | 13%
O=C(Nc1cccc([N+](=O)[O-])c1)c1cnccn1 | -15% | i | 3 | 11% | 0% | ? | ? | 2% | -2%
Cc1cccc(NC(=O)c2ccc(COc3ccccc3)o2)n1 | 1% | i | 5 | ? | 9% | 0.4% | 0% | 25% | 6%
O=C(CSCc1cccc(Cl)c1)OCc1nc2ccsc2c(=O)[nH]1 | -2% | i | 50 | 8% | 4% | 0.5% | -5% | -13% | 5%
Cc1ccccc1CN1C(=O)c2ccccc2C1c1nnnn1C(C)C (stereo unspecified) | . | i | -4 | . | . | 0.2% | . | -8% | .
Cn1c(N2CCOCC2)c(C#N)c2ccccc21 | 1% | ? | 0 | -13% | 10% | -0.3% | -1% | . | 0%
Cc1ccccc1NC(=O)CCN1CCN(CCO)CC1 | 27% | i | 8 | 9% | 3% | -0.1% | 3% | -7% | -3%
CN(C)/C=N/C(=S)Nc1ccc(Cl)cc1Cl | -146% | i | -77* | ? | ? | 1.5% | 0% | 30% | -2%
COc1ccc(C)cc1NC(=O)C(OC(=O)c1ccc(Cl)c(S(=O)(=O)N(C)c2ccccc2)c1)c1ccccc1 (stereo unspecified) | -20% | i | 0 | -9% | 6% | 0.3% | 0% | -21% | 2%
O=C(c1ccc(-c2cccc(C(F)(F)F)c2)o1)N1CCOCC1 | 10% | ? | -30 | . | -1% | 4.7% | 9% | 0% | 0%
CCOC(=O)c1c(N2C(=O)C3C4C=CC(C4)C3C2=O)sc2c1CCC(C)C2 (stereo unspecified) | -10% | i | 15 | 1% | 1% | 1.8% | 2% | 4% | 5%
CC(C)CNC(=S)N(CCCN(C)C)Cc1cc2cc3c(cc2[nH]c1=O)OCCO3 | -5% | i | ? | 1% | 7% | 0.5% | -19% | 0% | 4%
O=C(c1cccc([N+](=O)[O-])c1)N1CCN(c2ccc(Cl)cc2)CC1 | 5% | i | -1 | ? | 14% | -0.6% | -1% | 0% | -1%
CC1CCC2(CC1)NC(=S)N(C(C)(C)C)N2 (stereo unspecified) | -3% | i | . | 13% | 19% | -0.4% | -5% | -8% | -6%
Cn1c(Oc2cccc(Cl)c2)nc2c1c(=O)n(Cc1ccccc1Cl)c(=O)n2C | 2% | i | . | 15% | . | -0.6% | -9% | 6% | -2%
CC1Cc2ccccc2N1C(=O)C1CCCN(S(=O)(=O)c2cccc3nsnc23)C1 (stereo unspecified) | -15% | i | -13 | ? | 2% | -0.4% | -12% | -14% | -7%
COc1ccc(CNC(=O)N2CCN(S(=O)(=O)c3ccc(C)cc3C)CC2)cc1 | 7% | i | ? | -26% | 2% | 0.2% | 4% | 3% | 1%
COc1ccc(S(=O)(=O)NCCC(=O)NCc2ccc(F)cc2)cc1 | 5% | i | 7 | -2% | 11% | 0.3% | 10% | 7% | ?
Cc1ccn(CC(=O)N2CCCC(N3CCN(c4cccc(Cl)c4)CC3)C2)n1 (stereo unspecified) | 3% | i | 0 | 12% | 6% | -0.5% | 2% | 0% | -1%
CC(=O)Nc1ccc(NC(=O)C/C(C)=N/NC(=O)c2cccc3ccccc23)cc1 | -8% | i | 12 | 1% | 4% | -0.3% | 19% | 4% | 1%
Cc1ccc2cc(CCNC(=O)Cc3cccs3)c(=O)[nH]c2c1 | 1% | i | 1 | -12% | 4% | -0.5% | 5% | 3% | 2%
Cc1cccn2cc(-c3ccc(Cl)cc3)nc12 | -23% | i | 36 | ? | ? | 5.3% | ? | . | 11%
CC(=O)c1c(C)n(-c2ccc(C)cc2C)c2ccc(O)cc12 | 1% | i | 0 | 15% | 15% | -0.8% | -11% | 6% | -2%
O=C1OC[C@@H]2CCCN2C(=O)[C@@H](CC(=O)N(CCO)Cc2ccccc2)C/C=C\C[C@H]1Cc1ccc(F)cc1 | -18% | ? | -17 | -11% | -2% | 5.8% | -27% | -23% | -4%
O=C(Nc1cccc(C(F)(F)F)c1)Nc1ccc(N2CCCC2)c(S(=O)(=O)Nc2ccccc2Cl)c1 | -56% | ? | -71* | 3.3µM* | 4.6µM* | 0.2% | 2.8µM* | ? | ?
CC(C)CC(NC=C1C(=O)OC(C)(C)OC1=O)C(=O)O (stereo unspecified) | -3% | ? | 33 | 7% | 6% | 0.0% | -26% | -8% | -7%
Cc1ccc(CSCCC(=O)NCCC2=CCCCC2)cc1 | -10% | i | -12 | 9% | ? | 3.5% | 0% | 21% | 2%
O=c1c(O)c(-c2ccc(O)cc2)oc2cc(O)cc(O)c12 | -24% | i | 28 | 7% | -2% | 23% | -2% | 39%&58%[activator] | 6%
COc1cccc(-n2c(SCC(=O)NC3CCCC3)nnc2-c2ccco2)c1 | -6% | i | -17 | 16% | 7% | 7.7% | -13% | 10% | -5%
C=CCNc1nc2c(c(=O)n(C)c(=O)n2C)n1CCCCCC | -1% | i | 26 | 4.1µM* | 15% | 3.2% | -12% | -22% | -22%
CCOC(=O)CON1C(=O)C(C)(C)N(OCC(=O)OCC)C(=O)C1(C)C | -2% | i | 10 | . | ? | -0.4% | 6% | -4% | 7%
CN(C)S(=O)(=O)c1ccc(C(=O)OCC2CCCO2)cc1 (stereo unspecified) | 2% | i | 7 | -1% | -2% | -0.1% | 6% | 21% | -4%
Cn1c(N/N=C/c2cc3ccccc3nc2Cl)nc2ccccc21 | 5.6µM* | i | 11 | -30% | ? | 8.0% | 147%[activator] | 5% | -5%
COc1cccc(N2CCN(C(=O)Cn3c(-c4cccs4)cc4ccccc43)CC2)c1 | -13% | i | . | -9% | . | 4.5% | ? | -5% | 1%
Cc1ccc(Cl)c(NC(=O)CSc2cccc[n+]2[O-])c1Cl | 7% | i | -8 | 1% | 0% | 0.1% | 22% | 3% | -2%
Cc1ccccc1C(=O)Nc1ccc2nc(SCC(=O)N3CCc4ccccc43)sc2c1 | 0% | i | . | 9% | . | -0.6% | -9% | 4% | 2%
CN(C)S(=O)(=O)c1ccc(C(=O)OCC(=O)NC(=O)NC2CCCC2)cc1 | -6% | i | 3 | -10% | 0% | 0.2% | 3% | . | 12%
O=c1oc2cc(Br)ccc2n1CSC1=NCCS1 | 1% | i | -65* | . | ? | ? | 0% | 34% | 2%

Of the compounds above, these contain a CF3 group:
SMILES | HepG2 viability | ATXN viability | IL-1B inflam inh | Nrf2 block | MCF10A rereplic | Nrf2 activator | TGFb inhibitor | ATXN2 expr inh | A549 tox
Cc1ccc(F)cc1NC(=O)COC(=O)C1CCN(c2ccc(C(F)(F)F)cn2)CC1 | 1% | ? | 20 | 3% | -4% | 0.5% | 2% | -3% | -1%
O=C(c1ccc(-c2cccc(C(F)(F)F)c2)o1)N1CCOCC1 | 10% | ? | -30 | . | -1% | 4.7% | 9% | 0% | 0%
O=C(Nc1cccc(C(F)(F)F)c1)Nc1ccc(N2CCCC2)c(S(=O)(=O)Nc2ccccc2Cl)c1 | -56% | ? | -71* | 3.3µM* | 4.6µM* | 0.2% | 2.8µM* | ? | ?

An excerpt from above with just HepG2 viability and A549 tox.
| SMILES | HepG2 viability | A549 tox |
| --- | --- | --- |
| Cc1ccccc1C(=O)Nc1ccc2nc(SCC(=O)N3CCc4ccccc43)sc2c1 | 0% | 2% |
| CN(C)S(=O)(=O)c1ccc(C(=O)OCC(=O)NC(=O)NC2CCCC2)cc1 | -6% | 12% |
